IL2 activator – activators of IL-2. IL-2 activation reporter assay, cell-based qHTS; stimulated with anti-CD3/CD4/CD28 beads; in transgenic mouse T cells. activation, % (series mostly up to about 46 µM). hit rate 0.065% among 360,000; in the data active = activation above about 50%; inconclusive = mostly about 30% to 49%; note: 0% is about no effect
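First, unstimulated transgenic mouse T cells were exposed to compound for 60 min. Next, anti-CD3/anti-CD4-coated beads with anti-CD28 were added. Finally, after 18 h at 37 degrees C, EGFP and DsRed were imaged.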
S2 tox – reduces viability in counter-screen for ATXN expression inhibitors. S2 cells (HEK-293 line with an ATXN2-luciferase reporter) viability, CellTiter-Fluor protease fluorescence, 24 h. Potency, µM (top dose mostly 56.7 µM), hits mostly cytotoxic. hit rate 0.49% among 400,000. AID 651635; note: potency is the fitted concentration of half-maximal effect; nearly all actives have a fitted effect of over 40% in size
TGFb SMAD3 inh – inhibitors of TGF-b signaling; Potency, µM (series often up to 46.1 µM), without a hit: at the top dose activity, negative = inhibition, hits mostly inhibitors; hit rate 1.2% among 410,000; HepG2 CAGA-GFP TGF-b/SMAD3 reporter, GFP fluorescence, 18 h; TGF-beta stimulated, 500 pg/mL final; note: potency is the fitted concentration of half-maximal effect; % is set by controls: 0 for no effect and ±100 for the full control effect; nearly all actives have a fitted effect of over 65% in size
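Cell-based qHTS in HEPG2 carrying a CAGA-GFP Smad reporter; compounds added before 500 pg/mL final TGF-beta, 18 h incubation at 37 degrees C, GFP fluorescence quantified per cell by imaging cytometry.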
ATXN2 expr inh – reduces ATXN2 reporter expression in HEK-293 cells; HEK-293 ATXN2-luciferase reporter, luminescence, 24 h; hit rate 0.72% among 360,000; Potency, µM (titrated, usually from 57 µM), without a hit: at the top dose activity change, negative = inhibition, most hits filed as inhibitors; note: potency is the fitted concentration of half-maximal effect; % is set by controls: 0 for no effect and ±100 for the full control effect; nearly all actives have a fitted effect of over 55% in size
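ATXN2-luciferase reporter cells (luciferase flanked by upstream and downstream ATXN2 gene portions) were treated 24 h at 37 °C with compounds at up to 57 uM. SteadyGlo luminescence gave expression; GF-AFC fluorescence gave viability.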
A549 tox – A549 cytotoxicity, counter-screen for Nrf2 inhibitors. hit rate 0.16% among 390,000. A549 ARE-Fluc cells, CellTiter-Fluor viability, 18-24 h. AID 504648. Potency, µM (highest dose often 46 µM), for the others: top-dose activity change, negative = cytotoxicity, most hits filed as inhibitors; note: potency is the fitted concentration of half-maximal effect; % is set by controls: 0 for no effect and ±100 for the full control effect
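Cytotoxicity counterscreen: CellTiter-Fluor fluorescence was measured in A549 ARE_Fluc cells after 18-24 h of compound exposure in a concentration series. The subsequent BugLite luminescent read reports ARE-luciferase activity.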
EPAC2 agonist – activates human EPAC2 exchange factor; Q8WZA2; EPAC2 activation, biochemical qHTS; response scale: 100% = 6.5 mM cAMP response; Potency, µM (titrated, usually from 154 µM), without a hit: at the highest dose activation, most hits filed as activators; hit rate 0.079% among 360,000; note: potency is the fitted concentration of half-maximal effect; nearly all actives have a fitted effect of over 50% in size
Target sequence (Q8WZA2 whole entry, looked up): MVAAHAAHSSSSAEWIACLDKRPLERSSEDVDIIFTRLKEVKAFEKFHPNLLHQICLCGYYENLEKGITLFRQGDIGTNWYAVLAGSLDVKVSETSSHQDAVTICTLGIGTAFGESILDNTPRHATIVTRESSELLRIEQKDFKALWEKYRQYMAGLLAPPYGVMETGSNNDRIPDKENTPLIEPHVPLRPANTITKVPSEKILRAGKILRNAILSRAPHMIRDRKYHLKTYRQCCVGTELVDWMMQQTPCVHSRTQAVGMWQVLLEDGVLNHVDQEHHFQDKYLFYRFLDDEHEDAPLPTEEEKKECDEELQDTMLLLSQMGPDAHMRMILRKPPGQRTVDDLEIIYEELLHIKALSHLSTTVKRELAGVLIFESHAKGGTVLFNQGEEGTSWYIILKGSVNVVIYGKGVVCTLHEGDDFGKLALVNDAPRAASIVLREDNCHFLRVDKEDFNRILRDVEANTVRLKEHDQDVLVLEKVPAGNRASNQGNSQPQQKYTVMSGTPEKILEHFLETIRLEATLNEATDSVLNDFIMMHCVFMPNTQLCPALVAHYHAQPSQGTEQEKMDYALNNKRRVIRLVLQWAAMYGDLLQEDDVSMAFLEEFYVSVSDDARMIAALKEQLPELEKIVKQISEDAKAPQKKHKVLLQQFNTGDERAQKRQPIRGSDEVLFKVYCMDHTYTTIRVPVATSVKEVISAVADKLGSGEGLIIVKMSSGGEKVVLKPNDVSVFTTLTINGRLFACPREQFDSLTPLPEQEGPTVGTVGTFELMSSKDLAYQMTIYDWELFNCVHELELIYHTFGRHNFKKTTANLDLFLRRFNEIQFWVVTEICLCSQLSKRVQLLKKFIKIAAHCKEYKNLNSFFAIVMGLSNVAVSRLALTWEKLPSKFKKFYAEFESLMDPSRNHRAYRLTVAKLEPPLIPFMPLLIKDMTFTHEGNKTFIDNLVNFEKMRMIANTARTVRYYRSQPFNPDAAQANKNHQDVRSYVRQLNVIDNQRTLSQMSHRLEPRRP
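qHTS, titration series. 100 nM EPAC2 / 250 nM Rap1B-BODIPY-GDP / 50 uM GDP; RT; ex 480/em 540 nm, 5-min reads to 30 min. Norm. to 6.5 mM cAMP = activation.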
Nrf2 inh – blocks Nrf2 signaling; A549 ARE-Fluc reporter, luciferase luminescence, 18-24 h; Potency, µM (doses to about 46 µM), for inactives: at the highest dose activity change, negative = inhibition, usual class: inhibitors; hit rate 2.1% among 360,000; note: potency is the fitted concentration of half-maximal effect; % is set by controls: 0 for no effect and ±100 for the full control effect; nearly all actives have a fitted effect of over 60% in size
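A549 ARE_Fluc cells (5000/well, 5% FBS OPTI-MEM) pre-incubated 2 h, then treated with compounds 18-24 h at 37C/5% CO2 in concentration-response. CellTiter-Fluor viability read first; BugLite luciferase luminescence after 15 min at room temperature gives Nrf2 activity.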
Nrf2 ARE act – Nrf2 pathway activation; AREc32 ARE-luciferase reporter (MCF7-derived line), luminescence, 24 h; Potency, µM (titrated, usually from 46.1 µM), inactives show at the highest dose activation, most hits filed as activators; hit rate 0.31% among 410,000; AID 624171; note: potency is the fitted concentration of half-maximal effect; % of control where 0% means no effect; nearly all actives have a fitted effect of over 65% in size
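AREc32 cells carrying an ARE-driven firefly luciferase, 1000 cells/well in OPTI-MEM with 5% FBS, dosed after overnight attachment and incubated 24 hr at 37 deg C. Steady-Glo luminescence read after 30 min at RT.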
HepG2 tox – counter-screen for TGF-b inhibitors: cytotoxicity in HepG2 cells; hit rate 0.76% among 410,000; Potency, µM (series often up to 46.1 µM), without a hit: top-dose activity change, negative = cytotoxicity, actives largely listed as cytotoxic; AID 588856; HepG2 CAGA-GFP viability, ATP luminescence, 18 h; note: potency is the fitted concentration of half-maximal effect; some results filed as inactive show a strong effect at the top dose
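HepG2 CAGA-GFP cells (1000/well, DMEM with 1% FBS) received compound, then TGF-beta at 500 pg/mL final, and were incubated 18 hours at 37 degrees C. Viability was read by CellTiter-Glo luminescence. Media-only wells were set as complete cell-killing and DMSO as no toxicity.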
The depositor's hits bear a star; i = inactive; u = inconclusive; x = not tested or not shown; & = joins results of further samples; [ ] = another dose, or the depositor's remark. Unless noted, calls come from the whole dose curve; as a rule, active = well fitted curve in the direction sought with a large enough effect; inconclusive = small, poorly fitted or top-dose-only effect, or another doubt; inactive = no such curve, though single readings can be large; an effect the other way counts as inactive or inconclusive.

SMILES	IL2 activator	S2 tox	TGFb SMAD3 inh	ATXN2 expr inh	A549 tox	EPAC2 agonist	Nrf2 inh	Nrf2 ARE act	HepG2 tox
CC1CCC(C(C)C)C(OC(=O)COC(=O)c2ccccc2N)C1 (stereo not given)	-0.8	i	u	-8%	10%	-8%	12%	3.6%	-33%
O=C(c1ccc(CS(=O)(=O)c2ccc(Br)cc2)o1)N1CCC2(CC1)OCCO2	0.7	i	-16%	-1%	x	13%	2%	-0.2%	0%
Cc1sc(NC(=O)Cn2c(=O)oc3ccccc32)nc1-c1ccc(Cl)cc1	-0.6	i	u	u	-1%	4%	u	0.0%	-53%
CC12C=CC(=O)C=C1CCC1C2C(O)CC2(C)C1CCC2(C)O (stereo not given)	-0.2	i	27%	5%	-1%	8%	2%	0.3%	-1%
C=CCN1CC[C@]23c4c5ccc(O)c4O[C@H]2C(=O)CC[C@@]3(O)[C@H]1C5	0.3&1.5	i	-2%&-2%	-1%&7%&4%	1%&-2%	4%&-4%	4%&6%	-0.6%&-0.9%	2%&3%
CCC(=Nc1ccc2c(c1)CCC2)c1c(O)n(C)c(=O)n(C)c1=O	-0.8	i	-10%	-11%	2%	2%	u	-0.5%	-9%
CCOC(=O)[C@]12Cc3cc(Cl)ccc3[C@H]1N(C)C(=O)c1ccccc12	1.7	i	x	2%	x	0%	x	7.3%	x
COC(=O)C1=C(c2ccc(C(C)=O)cc2)C[C@@H]2CC[C@H]1N2C(=O)NCCCOC(C)C	0.3	i	0%	10%	-2%	-4%	6%	-0.5%	7%
CCCC(C)CC1(CCO)C(=O)NC(=S)NC1=O (stereo not given)	0.5	i	8%	13%	1%	7%	-9%	-1.1%	-3%
O=P(Nc1ccccc1)(Nc1ccccc1)Oc1ccc(Cl)cc1	2.9	u	-5%	-3%	-24%	16%	u	0.0%	-16%
O=[N+]([O-])/C=C/c1c(Cl)cccc1Cl	-6.5	x	2.8µM*	u	-6%	6%	-26%	14µM*	10µM*
CN1CCc2nc(SCc3ccccc3Br)c(C#N)cc2C1	0.0	i	u	x	2%	14%	9%	5.2%	-27%
O=P(/C(=N/O)N1CCCCC1)(N1CCOCC1)N1CCOCC1	0.5	i	u	2%	0%	7%	x	-0.8%	-4%
COc1ccccc1N1CCN(Cc2ccccc2Cl)CC1	-1.1	i	-8%	-8%	-1%	4%	-15%	-0.4%	-1%
Cn1c(O)c(C=Nc2cccc(C(F)(F)F)c2)c(=O)n(C)c1=O	-0.4	u	-5%	-13%	-1%	-7%	7%	1.6%	-16%

Reprinted from the part before: 2 compounds, then new ones.
SMILES	IL2 activator	S2 tox	TGFb SMAD3 inh	ATXN2 expr inh	A549 tox	EPAC2 agonist	Nrf2 inh	Nrf2 ARE act	HepG2 tox
COc1ccccc1N1CCN(Cc2ccccc2Cl)CC1	-1.1	i	-8%	-8%	-1%	4%	-15%	-0.4%	-1%
Cn1c(O)c(C=Nc2cccc(C(F)(F)F)c2)c(=O)n(C)c1=O	-0.4	u	-5%	-13%	-1%	-7%	7%	1.6%	-16%
CC(C)=CCN1CC[C@@]2(C)c3cc(O)ccc3C[C@@H]1C2C (stereo not given in full)	0.0	i	20%	-16%	-5%	7%	5%	0.2%	-17%
CC(=O)C1CCC2C3CCC4CC(O)CCC4(C)C3C(=O)CC12C (stereo not given)	-0.1	i	-2%	-6%	1%	0%	1%	0.4%	-22%
O=C1CC(=O)N(c2ccc(Cl)cc2)C(=O)N1	-1.1	i	24%	2%	2%	10%	1%	-0.2%	9%
COc1c(/C=C2/C(=O)NC(=O)N(C)C2=O)c(CCN(C)C(=O)c2ccccc2)cc2c1OCO2	1.0	i	3%	-8%	1%	3%	4%	3.5%	-3%
COc1ccc(CCNC(=O)c2cnc3sc(N4CCCCCC4)nn3c2=O)cc1	x	i	-30%	0%	-8%	x	u	0.9%	-17%
COc1cccc(N2CCN(C(=O)Cn3c(=O)oc4ccccc43)CC2)c1	-3.1	i	-2%	-9%	8%	8%	-24%	-0.6%	-24%
NP(=O)(OCCCc1ccccc1)c1ccccc1 (stereo not given)	1.2	i	1%	9%	-3%	8%	7%	0.7%	6%
CC(C)OC(=O)C1C2c3ccccc3C(c3ccccc32)C1C(=O)O (stereo not given)	-0.3	i	-10%	4%	-4%	6%	-6%	-0.9%	6%
CCCC1(CCC)C(=O)NC(=Nc2ccccc2)NC1=O	-0.5	i	4%	3%	-3%	8%	-8%	0.5%	2%
C[C@]12CCC3C(CC[C@H]4C[C@@H](O)CC[C@]34C)C1CCC2=O (stereo not given in full)	-5.2	i	0%	9%	11%	-3%	10%	-0.1%	-13%
COc1ccc2[nH]c(C)c(CCNCc3cn(C)c4ccccc34)c2c1	-4.2	x	u	u	0%	23%	-14%	0.0%	-84%
O=C1NC(=O)C2(Cc3ccccc3N3CCCC32)C(=O)N1c1ccc(Cl)cc1 (stereo not given)	-1.8	i	24%	1%	3%	1%	14%	0.7%	-25%
N#C[C@H](O[C@@H]1O[C@H](CO[C@@H]2O[C@H](CO)[C@@H](O)[C@H](O)[C@H]2O)[C@@H](O)[C@H](O)[C@H]1O)c1ccccc1	-0.3	i	12%	16%	0%	-5%	19%	-0.7%	9%
CN(C)c1ccc(C(=O)c2ccc(N(C)C)cc2)cc1	-1.1	i	3%	27%	-26%	15%	u	-0.6%	-22%
O=C(O)CC/C(=C\c1cc([N+](=O)[O-])ccc1Cl)c1nc2ccccc2s1	-0.2	i	-42%	-7%	-6%	-4%	u	u	-16%
O=C1CC(c2cccnc2)=NN1c1ccccc1	1.2	i	1%	-1%	-3%	9%	3%	-0.7%	5%
CC(Cc1ccccc1)NC(=O)Cc1ccc([N+](=O)[O-])cc1 (stereo not given)	-1.2	i	10%	x	-29%	3%	u	-0.3%	-2%
COC(=O)C1=C(c2ccc(OC)c(OC)c2)C[C@@H]2CC[C@H]1N2C(=O)NCCOc1ccc(OC)cc1	0.4	i	-37%	7%	-1%	-8%	0%	0.6%	7%
COC(=O)C1=C(c2ccccc2OCc2ccccc2)C[C@@H]2CC[C@H]1N2C(=O)NCc1ccc(C(C)(C)C)cc1	-2.1	u	-11%	-17%	-12%	-5%	21µM*	-0.5%	-5%
COC1=C(C)C(=O)C2=C(C1=O)C(CO)N1C(C#N)C3CC4C(C1C2N1CCOC41)N3C (stereo not given)	-7.3	u	7.1µM*	u	u	0%	u	0.1%	3%
N#CC1c2ccccc2-n2nncc2CN1S(=O)(=O)c1ccccc1 (stereo not given)	-0.4	i	4%	13%	6%	11%	6%	-0.1%	-44%
CN(C)C1(c2nnnn2-c2ccc(Cl)cc2)CCCCC1	-4.1	i	-12%	-13%	6%	7%	3%	-0.7%	-6%
Nc1ccc(CCN2CCCC2)cc1	0.3	u	16%	x	-12%	-1%	3%	0.2%	1%
c1cncc(C2CC(c3cccs3)n3ncnc3N2)c1 (stereo not given)	-0.4	i	6%	7%	1%	8%	5%	-0.1%	-5%
O=c1[nH]c(O)c(N=Nc2ccc3c(c2)OCCO3)c(=O)[nH]1	0.1	u	11%	-20%[11.3 µM]	u	5%	u	11%	5%
CCCCCCCSc1cc(OC)c(CCNC)cc1OC	-0.5	u	u	u	-5%	-12%	x	-2.8%	-95%
CN1CCCN(C(=O)COc2ccccc2Br)CC1	-1.5	i	18%	-5%	-3%	11%	10%	-0.1%	0%
CCCCn1c(=O)c(C(=O)NCc2ccco2)c(O)c2ccccc21	-2.1	i	-13%	-25%	8%	3%	u	-0.1%[9.22 µM]	-5%
CCOC(=O)CNC(=O)N1Cc2cc(N3CCOCC3)ccc2-n2nncc2C1	-0.3	i	-2%	-3%	x	4%	x	-0.7%	4%
O=C1NCCOC(=O)[C@@H](Cc2ccc(F)cc2)CC/C=C/C[C@@H]1CC(=O)N(CCO)Cc1ccccc1	1.3	i	-13%	3%	-6%	-1%	8%	1.6%	-17%
CC[C@H](C)[C@@H]1NC(=O)CNC(=O)c2csc(n2)[C@H](C(C)(C)O)OC(=O)C(C)(C)[C@H](CCCC(C)(Cl)Cl)OC(=O)c2csc1n2	-0.3	i	u	-34%	x	-5%	x	-0.8%	-36%
O=C(c1ccco1)N1CCN(C(=O)c2ccc(COc3ccc(Cl)cc3Cl)o2)CC1	0.0	i	4%	-14%	-25%	2%	26µM*	7.4%	-25%
CCC(C)N1CCN(C(=O)Cc2ccccc2)CC1 (stereo not given)	0.8	i	19%	2%	0%	1%	12%	-0.8%	-20%
CCCc1nc(SC)ncc1C(=O)Nc1ccc(Cl)cc1C(=O)c1ccccc1	x	i	-19%	-2%	7%	x	-1%	7.6%	-7%
CCOC(=O)CN1C(=O)C2(C(C#N)=C(N)Oc3ccccc32)C(C(=O)OC)=C1C (stereo not given)	0.4	i	9%	3%	-7%	-9%	x	0.5%	10%
CCCCN1C(=O)NC(=O)C2(Cc3c(nc4c(C)cccn4c3=O)N3CCc4ccccc4C32)C1=O (stereo not given)	-1.5	i	-24%	-17%	-28%	10%	u	2.8%	-16%
CCCNC(=O)N1[C@H]2CC[C@@H]1C(C(=O)OC)=C(c1ccc(F)cc1F)C2	-0.2	i	8%	13%	2%	6%	-7%	-1.0%	-43%
O=c1c2ccccc2nc(-c2ccccc2)n1-c1nccs1	-4.0	i	-2%	-6%	-11%	15%	0%	0.5%	-29%
COc1ccc(C(C)=O)cc1CC(C(=O)c1ccc(C)cc1)N(C)C (stereo not given)	-0.6	i	-3%	-5%	0%	11%	6%	-0.2%	-25%
O=C1/C(=C\c2cc3c(cc2Cl)OCO3)N2CCC1CC2	-0.8	i	2%	8%	1%	5%	-1%	4.3%	-23%

Compound activity as filed in PubChem BioAssay.

A portion of the library (hit frequency here may not be typical).
